SENP1 inh – human SENP1 catalytic domain inhibitors, primary screen, biochemical, FRET, uHTS; recombinant SENP1 catalytic domain, CyPet-SUMO1-YPet FRET cleavage; 0.21% of 360,000 active; Sentrin-specific protease 1 (Homo sapiens), Q9P0U3; inhibition, % at 10 µM;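 active = inhibition at least 30% at 10 µM, raw YFP signal under a set limit, fluorescence ratio 0.5 to 1.5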;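 note: 0% = enzyme with DMSO and 100% = no enzyme wells; some results filed as inactive read as strong as hits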
Target sequence (Q9P0U3 419-644 limits assumed): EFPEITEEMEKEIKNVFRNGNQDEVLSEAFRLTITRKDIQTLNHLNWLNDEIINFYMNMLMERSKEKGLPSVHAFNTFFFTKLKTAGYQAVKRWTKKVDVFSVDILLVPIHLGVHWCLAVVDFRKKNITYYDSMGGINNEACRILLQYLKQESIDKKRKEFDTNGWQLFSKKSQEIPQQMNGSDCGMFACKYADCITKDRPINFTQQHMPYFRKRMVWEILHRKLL
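material = recombinant human SENP1 catalytic domain, His6-tagged | quantity = 20 pM enzyme | reagent = 25 nM SUMO1 FRET substrate | compound dosing = 10 µM single point, 0.5% DMSO | timing = 50 min enzyme reaction, room temperature, light-protected | detection = FRET, CFP and YFP emission | control set = no-enzyme low, enzyme-DMSO high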
Apaf1 inhib – inhibitors of human Apaf-1 apoptosome, primary screen, biochemical, DEVD-Rh110 fluorescence, uHTS | reconstituted apoptosome caspase-3 activity | Apoptotic protease-activating factor 1 (Homo sapiens), O14727 | inhibition, % at 20 µM | 0.71% of 330,000 active; active = inhibition of at least 40% at 20 µM;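 note: plate controls were DMSO wells for no effect and DEVD-CHO caspase inhibitor wells for full effect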
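System – cell-free apoptosome with Apaf-1, procaspase-3 and caspase-9 · Buffer or medium – pH 7.5 Hepes buffer with CHAPS, BSA, DTT · Also added – cytochrome c with DEVD-Rh110 · Times – 30 min compound preincubation, 50 min activation, room temperature · Technique – Rh110 fluorescence intensity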
APOBEC3G inh – APOBEC3G DNA deaminase inhibitors, primary screen, biochemical, fluorescence, single-stranded DNA substrate, uHTS | AID 493012, 2011 | DNA dC->dU-editing enzyme APOBEC-3G (Homo sapiens), Q9HC16 | 0.28% of 330,000 active | inhibition, % at 20 µM | recombinant A3G, ssDNA deamination FAM/TAMRA fluorescence;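 active = inhibition of at least 40% at 20 µM, with no more than 30% in the related APOBEC3A deaminase screen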;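 note: plate controls were DMSO wells with A3G for no effect and wells lacking A3G enzyme for full effect; some compounds called inactive have numbers as strong as hits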
SENP6 inh – SENP6 protease inhibitors, primary screen, biochemical, luminescence, uHTS; Sentrin-specific protease 6 (Homo sapiens), Q9GZR1; Recombinant SENP6 catalytic domain, aminoluciferin luminescence; inhibition, % at 10 µM; 1.8% of 330,000 active; AID 2599, 2010;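 active = inhibition above about 50% at the single tested dose, limit read from the data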;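 note: plate controls were DMSO wells with enzyme for no effect and DMSO wells lacking enzyme for full effect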
Target sequence (Q9GZR1 628-1112 limits assumed): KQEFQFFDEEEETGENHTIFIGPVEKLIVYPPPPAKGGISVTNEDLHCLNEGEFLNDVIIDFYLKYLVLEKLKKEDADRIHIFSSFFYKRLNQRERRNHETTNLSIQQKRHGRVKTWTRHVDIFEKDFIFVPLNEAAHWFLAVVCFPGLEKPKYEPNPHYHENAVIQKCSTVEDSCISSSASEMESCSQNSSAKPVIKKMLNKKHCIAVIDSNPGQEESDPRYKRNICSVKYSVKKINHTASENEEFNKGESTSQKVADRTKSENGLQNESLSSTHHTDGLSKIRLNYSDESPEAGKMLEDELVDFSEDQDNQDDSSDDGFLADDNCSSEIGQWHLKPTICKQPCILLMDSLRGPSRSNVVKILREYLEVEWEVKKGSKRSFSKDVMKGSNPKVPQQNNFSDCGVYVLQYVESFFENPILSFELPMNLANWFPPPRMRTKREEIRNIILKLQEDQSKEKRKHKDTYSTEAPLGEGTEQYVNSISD
UBC13 inh – UBC13 polyubiquitin chain formation inhibitors, primary screen, biochemical, TR-FRET, uHTS; Ubiquitin-conjugating enzyme E2 N (Homo sapiens), P61088; inhibition, % at 20 µM; AID 485273, 2010; 0.47% of 330,000 active; in the data active = inhibition above about 45%, passing the limit was not always enough; inconclusive = no clear call, values can overlap the other calls
SENP7 block – SENP7 protease inhibitors, primary screen, biochemical, luminescence, uHTS; Sentrin-specific protease 7 (Homo sapiens), Q9BQF6; recombinant SENP7, Z-RLRGG-aminoluciferin luminescence, 40 min; inhibition, % at 5 µM; 1.5% of 330,000 active; AID 434973, 2010;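 active = inhibition above about 50% at the single test dose, limit read from the data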;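 note: plate controls were DMSO with enzyme for no effect and no enzyme buffer wells for full effect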
Target sequence (Q9BQF6 706-1050 limits assumed): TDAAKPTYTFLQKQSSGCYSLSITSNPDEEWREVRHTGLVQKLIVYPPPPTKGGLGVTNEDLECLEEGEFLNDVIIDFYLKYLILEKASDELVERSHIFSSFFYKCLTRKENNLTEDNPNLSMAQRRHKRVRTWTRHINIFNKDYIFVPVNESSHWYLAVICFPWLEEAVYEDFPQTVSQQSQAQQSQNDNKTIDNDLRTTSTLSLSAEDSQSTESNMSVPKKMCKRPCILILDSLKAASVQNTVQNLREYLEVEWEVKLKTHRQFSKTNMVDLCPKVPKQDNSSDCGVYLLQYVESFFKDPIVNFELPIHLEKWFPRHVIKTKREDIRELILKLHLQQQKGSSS
SENP8 block-1 – SENP8 protease inhibitors, primary screen, biochemical, luminescence | Sentrin-specific protease 8 (Homo sapiens), Q96LD8 | purified SENP8, Z-RLRGG-aminoluciferin cleavage | inhibition, % at 10 µM | 1.2% of 330,000 active | AID 2540, 2010; in the data active = inhibition above about 50%
SENP8 block-2 – human SENP8 protease inhibitors, primary screen, biochemical, fluorescence, Nedd8 protein substrate, uHTS | recombinant SENP8 | inhibition, % at 20 µM | 0.64% of 360,000 active | AID 602440, 2012; in the data active = inhibition mostly above about 40%, no sharp cut-off; inactive = mostly below about 27%
An asterisk follows results filed as active; ? = inconclusive; / = no result given.

SMILES	SENP1 inh	Apaf1 inhib	APOBEC3G inh	SENP6 inh	UBC13 inh	SENP7 block	SENP8 block-1	SENP8 block-2
CN(C)CCN(Cc1ccc(Cl)cc1)c1ccccn1	1	2	-6	-18	-3	-11	-6	0
C/C(CC(O)c1ccc2ccccc2n1)=N/O (stereo unspecified)	0	-16	-4	-5	7	5	-4	18
O=C(COC(=O)c1ccc2[nH]c3c(c2c1)CCCC3)Nc1ccccc1Cl	-21	1	-5	-7	14	-2	1	-76
CCCN(CCC)S(=O)(=O)c1ccc(NC(=O)COc2ccccc2)cc1	-2	20	-5	0	-4	-12	-4	11
Cc1nnc(N/N=C/c2cc([N+](=O)[O-])c(N3CCC(C)CC3)cc2N2CCC(C)CC2)n1N	0	34	4	17	-27	4	-3	34
C/C(=N\NC(=O)c1ccc2c(c1)OCO2)c1ccco1	1	1	2	-19	-15	38	8	-2
COc1cccc(CNc2ccccn2)c1O	0	1	-6	10	-5	3	4	20
COc1ccccc1CCN1CCCC(CN(C)C(=O)c2ccoc2)C1 (stereo unspecified)	1	-7	-6	7	2	-14	-8	21
Cc1ccc(N2C(=O)CC(Sc3ncn[nH]3)C2=O)cc1 (stereo unspecified)	3	5	28	-16	1	-1	-8	14
CCOC(=O)C1CCCN(C2CCN(Cc3nc(-c4ccccc4)no3)CC2)C1 (stereo unspecified)	1	-17	-8	-1	14	2	3	15
COc1ccc(CNC(=O)CN(C(=O)CCC(=O)Nc2ccccn2)c2ccc3c(c2)OCO3)cc1	2	-12	-5	-6	-3	6	-2	11
CCc1ccccc1NC(=O)CCNC(=O)Cn1ccc2ccccc2c1=O	0	1	-9	-5	10	-5	7	-9
COC(=O)C1=C(C)OC(N)=C(C#N)C1c1cc(C)sc1C (stereo unspecified)	-4	0	-3	-12	4	-3	3	-12
COc1ccc2c(c1)C(=O)N1[C@H]3c4cc(C)ccc4OC[C@@H]3[C@H](c3ccccc3)[C@]1(C)C(=O)N2	-1	18	-10	-6	-2	7	-10	-56
O=C(CNCc1ccc(F)cc1)Nc1cc(S(=O)(=O)N2CCOCC2)ccc1Cl	0	-2	-6	2	16	5	-5	18
Cn1c(SCC(=O)N2CCCC2=O)nc2ccccc2c1=O	3	8	-8	-15	9	-6	-10	6
O=C(/C=C/c1ccc(O)cc1)OCc1occc(=O)c1O[C@@H]1OC(CO)[C@@H](O)[C@H](O)[C@@H]1O (stereo partly specified)	-1	8	-7	-13	-8	7	-7	-2
CCCNC(=O)c1ccc2c(c1)ncn2-c1ccccc1OC	2	-5	-7	-10	-2	0	3	11
O=C(Cn1c(=O)c2cccn2c2ccccc21)NCc1cccc(F)c1	-5	7	4	8	-6	8	2	1
COc1cccc(C(=O)NC2CCN(C(=O)N3CCCCC3)CC2)c1	0	9	-4	-10	-2	-7	0	14
CCC1=NN(C(=O)c2cccc(Br)c2)C(O)(c2ccc(Br)cc2)C1 (stereo unspecified)	29	-2	-5	0	-16	6	-5	20
COc1cc(/C=C/C(=O)O)cc(S(=O)(=O)NCCCC(=O)O)c1OC	3	-12	-6	-16	1	-3	1	-65
Nc1nc(Cl)cc(NCCc2ccccc2)n1	/	-2	-4	-7	5	-4	-7	/
CCCCN(C(=O)C1CCC1)c1c(N)n(CC(C)C)c(=O)[nH]c1=O	-14	0	-8	-1	4	-8	-1	-6
CCOC(=O)N1CCN(c2c(-c3ccccc3)c3cc(Cl)ccc3[nH]c2=O)CC1	-2	19	-3	-3	12	-1	3	-159
(listing goes on)
SMILES	SENP1 inh	Apaf1 inhib	APOBEC3G inh	SENP6 inh	UBC13 inh	SENP7 block	SENP8 block-1	SENP8 block-2
CC1(C)CNc2cc(N)ccc2S1	-29	50*	-10	6	-28	-6	-6	-74
C[C@H](NS(=O)(=O)c1ccccc1)C(=O)OCC(=O)NC(=O)Nc1ccc2c(c1)OCCO2	1	12	-9	2	-4	-13	-8	8
Cc1nnc(SCC(=O)N2CCCC2)n1-c1ccc(F)cc1	2	-17	1	-7	-10	-6	-9	19
CCn1c(SCC(=O)Nc2cc(Cl)ccc2OC)nnc1C1CC1	0	-10	-10	-8	28	3	-2	-1
O=C(Cc1ccc(Cl)c(Cl)c1)N1CCOCC1	1	-1	-4	15	-3	-4	-1	22
COc1cccc(-n2c(SCC(N)=O)nc3c([nH]c4ccccc43)c2=O)c1	2	10	-5	-7	-1	4	-6	-50
CS(=O)(=O)N(CC(=O)N1CCN(Cc2ccc3c(c2)OCO3)CC1)c1ccc2c(c1)OCO2	-1	-8	3	-19	-9	3	5	4
CCOc1ccc(C(=O)NC2CC(=O)N(c3ccc4c(c3)OCCO4)C2)cc1 (stereo unspecified)	-1	-1	-7	-20	2	-3	-9	4
O=C(OCC(=O)N(c1ccccc1)C1CCCCC1)c1ccc(CO)cc1	1	3	-5	3	-6	-7	10	12
COc1ccc(CNC(=O)Cn2cnc3c(SC)nc(N)nc32)cc1	1	-13	-6	-11	5	7	-2	-60
CCC1CCCCN1S(=O)(=O)c1ccc(NC(=O)c2ccncc2)cc1 (stereo unspecified)	2	2	-5	-7	-13	5	7	10
COc1cccc(NC(=O)CSc2nncn2-c2ccccn2)c1	0	-12	-4	-13	-3	-1	-5	34
CCc1ccc(NC(=O)CCC(=O)c2ccc(C)cc2)cc1	2	15	-3	3	6	4	-6	10
Cc1cccc(C)c1NC(=S)N=Nc1c(O)n(C)c2ccc(S(=O)(=O)N3CCOCC3)cc12	1	10	-6	-14	-28	-4	-6	20
O=C(COC(=O)c1ccccc1NS(=O)(=O)c1cccs1)NCC12CC3CC(CC(C3)C1)C2	1	12	-4	-2	0	3	-7	-214
Cc1cc(C2C(C#N)=C(N)Oc3n[nH]c(C)c32)c(C)s1 (stereo unspecified)	1	-3	-3	9	10	3	1	-14
O=C(Nc1ccc(F)cc1F)c1ccc(S(=O)(=O)NCc2ccco2)cc1	1	-6	-5	-6	4	-3	3	3
CN(c1ccccc1)S(=O)(=O)c1cc(C(=O)OCC(N)=O)ccc1Cl	-3	-4	-6	-24	5	-5	-1	7
Cc1cccc(-n2nc(C)cc2N)c1	5	-5	-5	-16	-1	8	-1	8
CCc1ccccc1Nc1nc2ccccc2n1C	-1	-3	-2	-5	3	2	-6	12
Nc1cc(S(=O)(=O)Nc2cc(Cl)ccc2Cl)ccc1N1CCCC1	2	0	12	3	-14	-1	3	-1
COc1cccc(Nc2nc3ccccc3nc2-n2nc(C)cc2C)c1	-43	5	-8	-6	25	0	-3	-387
Cc1cccc(Oc2ccccc2NS(=O)(=O)c2ccc(CCC(=O)O)cc2)c1	-9	1	-1	-1	-14	3	3	-9
CN(Cc1ccco1)S(=O)(=O)c1ccc2c(c1)CCN2C(=O)CCC(=O)O	0	6	-6	-7	0	-5	2	4
O=C(Nc1ccc(Oc2cccnc2)cc1)C1CCCCN1Cc1ccc(CO)o1 (stereo unspecified)	-12	4	-6	-11	0	8	-12	0
Further compounds
SMILES	SENP1 inh	Apaf1 inhib	APOBEC3G inh	SENP6 inh	UBC13 inh	SENP7 block	SENP8 block-1	SENP8 block-2
COc1ccc(-n2nc3c(c2NC(=O)c2ccc(S(=O)(=O)N4CCOCC4)cc2)CS(=O)C3)cc1 (stereo unspecified)	3	-13	-6	-7	9	1	-2	16
CC(=O)c1ccc(OCc2cc(C(=O)N3CCC(Oc4ccccc4C)CC3)no2)cc1	1	33	-5	-1	-7	-10	-7	-3
O=C(CC(C(=O)O)C1CCCO1)Nc1cccc(C(F)(F)F)c1 (stereo unspecified)	1	-12	-7	7	2	-1	-5	-2
CCOC(=O)C1=C(C)N(C[C@@H]2CC[C@@H](Cc3ccc(-c4ccccc4)cc3)O2)C(=O)NC1c1ccc(Cl)cc1 (stereo partly specified)	-1	27	0	/	/	8	/	8
CCC(C(=O)NC1CCCC1)n1nc(C)n2c(cc3occc32)c1=O (stereo unspecified)	1	1	-7	0	10	3	-4	-2
Cc1ccc(S(=O)(=O)c2nc(-c3ccco3)oc2N2CCC(C)CC2)cc1	0	21	-11	-6	-3	-2	3	-1
CCC(C(=O)NC1CCCC1)N(C(=O)Cn1nnc(-c2ccc(C)o2)n1)c1ccc(OC)c(OC)c1 (stereo unspecified)	1	7	-5	-16	0	-5	3	15
C=CCNc1oc(COc2ccc(C)cc2)nc1C#N	2	-1	-2	-12	2	2	3	-2
O=C(c1ccncc1)N(c1ccc2oc3c(c2c1)CCCC3)S(=O)(=O)c1cccc([N+](=O)[O-])c1	1	14	-4	5	-8	9	-7	22
CC1CN(C(=O)CCC(=O)NCc2ccccc2)c2ccccc2S1 (stereo unspecified)	0	9	-4	3	8	-3	-1	0
CCC1C(=O)NCCN1C(=O)c1ccc(OC)c(OC2CCN(C(C)=O)CC2)c1 (stereo unspecified)	0	-6	-7	-14	-2	9	0	6
CN(C)c1ccc(NC(=O)c2ccc(Cn3cc([N+](=O)[O-])cn3)cc2)cc1	6	-2	-2	-10	-14	2	7	44*
CCOC(=O)c1c(NC(=O)Cn2nc(C(F)(F)F)cc2C)sc2c1CCC2	-2	21	-9	-6	-9	-1	-9	2
COc1ccccc1N1C(=O)C2C(c3ccccc3F)NN(C(=O)c3ccc(C)cc3)C2C1=O (stereo unspecified)	1	18	5	-10	6	6	2	3
O=C(Nc1ccc(Cl)cc1C(=O)Nc1ccccn1)c1ccco1	1	11	-4	-16	2	-3	4	-140
O=C1OC[C@@H]2CCCN2C(=O)[C@@H](CC(=O)N(CCO)Cc2ccccc2)C/C=C\C[C@H]1Cc1ccc(F)cc1	3	23	-5	15	10	-4	3	19
Cc1noc(COc2ccccc2OCc2onc(C)c2Cl)c1Cl	3	18	2	1	9	-7	7	16
NC(=O)N/N=C/c1c(O)ccc2oc3c(c12)CCCC3	1	-2	1	-15	6	7	-9	19
COc1c(Cl)cc(Cl)cc1CNCCO	3	-17	-7	11	6	0	-9	24
CCOc1ccc(C(=O)Nc2ccccc2-c2ccccc2)cc1Cl	2	3	-1	-4	?	6	7	6
CCS(=O)(=O)CCSc1nc2c(cc1C#N)CCCC2	3	6	-6	-37	-6	-11	-5	12
CC1CCC(NC(=O)C(=O)Nc2ccc3c(c2)OCO3)CC1 (stereo unspecified)	3	7	1	2	-1	22	-1	10
Cn1nc(-c2ccccc2)c2cc([N+](=O)[O-])ccc21	-1	-3	-7	5	0	0	2	15
CCCNC(=O)c1nnsc1Sc1ccc(Cl)cc1	2	16	-5	-12	-1	-3	-10	10
COc1ccc(-c2csc(C3=C(O)CN(Cc4ccc(Cl)cc4)C3=N)n2)cc1OC	7	-2	-4	-3	-12	3	1	-16

Compound activity (PubChem)
